SENP8 block – SENP8 (human) protease inhibition; recombinant SENP8, Nedd8 substrate fluorescence; inhibition, % at 20 µM; 360,000 tested, 0.64% active; in the data active = inhibition mostly above about 40%, no sharp cut-off; inactive = mostly below about 27%
Target sequence (Q96LD8 whole entry, looked up): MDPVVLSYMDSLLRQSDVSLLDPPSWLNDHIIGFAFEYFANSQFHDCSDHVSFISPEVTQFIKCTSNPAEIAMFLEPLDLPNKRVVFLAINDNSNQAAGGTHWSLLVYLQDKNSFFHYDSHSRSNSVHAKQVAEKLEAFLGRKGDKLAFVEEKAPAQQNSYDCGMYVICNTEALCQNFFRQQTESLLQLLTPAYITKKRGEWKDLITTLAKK
SENP1 FRET inh – blocks the human SENP1 SUMO protease catalytic domain; Q9P0U3; recombinant SENP1 catalytic domain, CyPet-SUMO1-YPet FRET cleavage; inhibition, % at 10 µM; 360,000 tested, 0.21% active; AID 624204;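 active = inhibition at least 30% at 10 µM, raw YFP signal under a set limit, fluorescence ratio 0.5 to 1.5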;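 note: 0% = enzyme with DMSO and 100% = no enzyme wells; some results filed as inactive read as strong as hits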
Target sequence (Q9P0U3 419-644 limits assumed): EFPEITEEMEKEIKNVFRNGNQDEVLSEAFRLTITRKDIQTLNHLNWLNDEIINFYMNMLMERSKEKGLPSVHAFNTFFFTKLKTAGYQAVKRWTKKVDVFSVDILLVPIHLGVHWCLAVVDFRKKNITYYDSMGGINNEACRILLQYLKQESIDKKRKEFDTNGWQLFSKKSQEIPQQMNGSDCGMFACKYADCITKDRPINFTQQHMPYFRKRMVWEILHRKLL
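system = hSENP1 catalytic domain, recombinant | reagent = SFCypet-SUMO1-SFYpet substrate at 25 nM | doses = one dose per compound, 10 µM, 0.5% DMSO | incubation = enzyme reaction for 50 min at room temperature, dark | measured by = FRET, CFP and YFP emission | controls = no-enzyme low, enzyme-DMSO high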
Starred values were filed as active, the others as inactive; i = inactive. The list is partial (hit frequency here may not be typical).

SMILES | SENP8 block | SENP1 FRET inh
COC(=O)N1CCCCC1c1cc(C(=O)Nc2ccc(OC)cc2C)no1 (configuration not stated) | 17 | 0
CC1(C(=O)NCc2ccccc2)CN(S(C)(=O)=O)CC(=O)N1Cc1ccc2c(c1)OCO2 (configuration not stated) | 14 | -1
C#CCN(C[C@@H]1[C@@H](OC(=O)NCc2ccccc2)[C@@H](OC(=O)NCc2ccccc2)CN(C(=O)OC(C)C)N1C(=O)OC(C)C)S(=O)(=O)c1ccc(C)cc1 | -3 | 0
COC(=O)c1ccc2nc(-c3ccc(OC)c(OC)c3)c(CC3CCCCC3)n2c1 | -377 | -20
COc1cccc(C(NC(C)=O)c2nc(-c3ccoc3)cs2)c1 (configuration not stated) | -1 | -3
CN1OC[C@@H]2CN(Cc3ccccc3)[C@H](c3cccc(N4CCOCC4)c3)C[C@@H]21 | 5 | 1
Cc1cccc(NC(=O)C(C)OC(=O)CNC(=O)C2CCCCC2)c1 (configuration not stated) | 26 | 1
CCN(CC)c1ccc(/C=C2/SC(=O)N(C(C)C)C2=O)o1 | 14 | -22
Cc1ccc(S(=O)(=O)N2CCCCC2)cc1NC(=O)CCNC(=O)c1ccccc1Cl | 10 | 0
NC(=O)c1ncn([C@@H]2O[C@H](CNCc3cc(Cl)ccc3OCc3ccc(Cl)cc3)[C@@H](O)[C@H]2O)n1 | 9 | -3
CC1CCC(NC(=O)c2cccn2C)CC1 (configuration not stated) | 16 | 3
Cc1ccc(NC2=C(Cl)C(=O)c3ccccc3C2=O)cc1 | 2 | 2
C[C@@H]1CN([C@@H](C)CO)S(=O)(=O)c2ccc(C#Cc3cccc(F)c3)cc2O[C@H]1CN(C)S(=O)(=O)c1cn(C)cn1 | -39 | -6
COc1ccc(CNC(=O)c2ccc(-c3c(C)noc3C)c3ccoc23)cc1OC | 7 | 0
N#CC1C(=O)NC(c2ccccc2)=CC1c1ccccc1 (configuration not stated) | -470 | -18
Cc1ccc(NC(=O)CSc2nnc3n2CCCCC3)cc1S(=O)(=O)N1CCOCC1 | 16 | 1
CC1=C(C(=O)N2CCCCCC2)CC(CC(=O)NCCc2ccccn2)C(=O)N1CCC1=CCCCC1 (configuration not stated) | 13 | -2
COc1ccc2oc3cc(Cl)ccc3c(=O)c2c1 | -414 | -5
COC(=O)[C@@]12C[C@@H](CC(=O)NCc3ccc(C)o3)C(=O)N(Cc3ccc4c(c3)OCO4)C1=CCC(C)(C)C2 | 20 | 0
COc1ccc(-c2coc3c(C(=O)NC(C)C)cccc23)c(C)c1 | -2 | 0
COc1cccc(-c2c(C(=O)O)cc(O)c3ccc(OC)cc23)c1 | -309 | -9
CCOC(=O)CCN(C(=O)Nc1ccccc1)C1CCCCC1 | 6 | 0
CC(=O)NCCNc1nc2cc(-c3ccccc3CO)sc2c(=O)n1C | -35 | -2
CSCCC(C(=O)Nc1c(C)cccc1C)N(Cc1ccccc1)Cc1ccccc1 (configuration not stated) | 20 | 2
COc1ccc(CCN2C(=O)CCC3=C2CCCC3=O)cc1OC | -92 | -21
O=C1c2ccc(Br)cc2C(=O)N1c1ccc(Cc2ccncc2)cc1 | 23 | -1
Cc1cccc(C)c1-n1nnnc1C(c1cccs1)N1CCN(C/C=C/c2ccccc2)CC1 (configuration not stated) | 13 | 1
CC1(c2cccc(N)c2)OCCO1 | 19 | 3
CC(C)Cc1ccc(-c2cc3nc(NCCCn4ccnc4)ccn3n2)cc1 | i | -12
NC(COCc1ccccc1)c1csc(Nc2cc(NCCCO)ncn2)n1 (configuration not stated) | -80 | -67
COc1ccc(Cl)cc1CC=NNC(=O)c1ccncc1 | 5 | 2
O=C(NC1CCCC1)C1c2ccccc2OCC(=O)N1CCCN1CCOCC1 (configuration not stated) | 3 | 2
O=C(COc1ccc(Cl)cc1)Nc1ncc([N+](=O)[O-])s1 | 28 | -23
CN(CC(=O)Nc1ccc(F)cc1)C(=O)c1ccc(-c2ccc(F)cc2)o1 | 6 | 1
CCc1nc2c(OCc3ccc(C(=O)OC)cc3)cccn2c1N(C)C(=O)c1ccc(C)cc1 | 24 | -1
CC1(C(=O)NS(=O)(=O)C2CC2)CCCN(C(=O)c2ccccc2C(F)(F)F)C1 (configuration not stated) | 19 | -1
CCCCN(C=O)c1c(CC)nc2c(OCc3cccc(Cl)c3)cccn12 | 8 | -3
Cc1cccc(C(=O)OCC(=O)NCc2ccc(Cl)cc2)c1 | 14 | 3
CC(C)C[C@H]1CNC(=O)C(=O)N1C[C@@H]1CCCN1C[C@H](Cc1ccc(O)cc1)N1C[C@H](Cc2ccccc2)N(CC2CCCCCC2)C(=O)C1=O | 2 | -2
COc1ccc(/C(C)=N/OCC(=O)N2CC3(C)CC2CC(C)(C)C3)cc1 (configuration not stated) | 10 | 3
COC(=O)[C@@]12C[C@@H](CC(=O)NCc3cccs3)C(=O)N(Cc3ccc4c(c3)OCO4)C1=CCC(C)(C)C2 | 15 | 1
CC(C)(C)C(=O)Nc1cccc(-c2ccc[nH]2)n1 | -463 | -5
COc1ccc2c(c1)Sc1ccccc1N2 | -4 | -1
O=C(C=Cc1ccccc1)CC(c1ccccc1)N1CCOCC1 (configuration not stated) | 8 | 1
C[n+]1cccc(C(=O)O)c1 | 1 | -1
O=C(Nc1ccc2c(c1)OCCO2)C(c1ccnc2ccccc12)N1CCC(Cc2ccccc2)CC1 (configuration not stated) | 14 | -2
c1ccc2c(c1)-c1cccc3cncc-2c13 | -490 | -27
Cc1cccc(C(=O)NCCCNC(=O)c2cccc(C)c2)c1 | 11 | 1
CCCCN(C=O)c1c(CC)nc2ccc(C(=O)Nc3cc(-c4ccccc4)ccc3OC)cn12 | -20 | 1
CN(C)c1nc2c(cnn2C)c(=O)[nH]1 | 7 | 3

Pulled by compound from the list above, 5 records:
SMILES | SENP8 block | SENP1 FRET inh
COc1ccc2c(c1)Sc1ccccc1N2 | -4 | -1
O=C(C=Cc1ccccc1)CC(c1ccccc1)N1CCOCC1 (configuration not stated) | 8 | 1
C[n+]1cccc(C(=O)O)c1 | 1 | -1
O=C(Nc1ccc2c(c1)OCCO2)C(c1ccnc2ccccc12)N1CCC(Cc2ccccc2)CC1 (configuration not stated) | 14 | -2
c1ccc2c(c1)-c1cccc3cncc-2c13 | -490 | -27

(further entries)
SMILES | SENP8 block | SENP1 FRET inh
Cc1ccc(NC(=O)c2cc(S(=O)(=O)N3CCOCC3)ccc2Cl)cc1S(=O)(=O)N1CCOCC1 | 0 | 1
NC(=O)C1C2C=CC(C2)C1c1ccccc1 (configuration not stated) | 15 | 2
C=CC[C@H]1C(C(=O)OCC)=CC[C@@H](c2ccccc2)N1S(=O)(=O)c1ccc(C)cc1 | -7 | -1
O=C1NC(=S)S/C1=C\c1cccc([N+](=O)[O-])c1 | 16 | 0
CC1(C(=O)NS(=O)(=O)c2ccccc2Cl)CCN1C(=O)C1(c2ccc(Cl)cc2)CC1 (configuration not stated) | 14 | 3
O=[N+]([O-])c1ccc(CS(=O)Cc2ccccc2)cc1 (configuration not stated) | 15 | 1
O=C(C[C@H]1C=C[C@H](NC(=O)Nc2ccccc2F)[C@@H](CO)O1)NCc1ccc(-c2ccccc2)cc1 | 24 | 1
Cc1cccc(S(=O)(=O)N(C)C[C@H]2OCc3cn(nn3)CCCC(=O)N([C@@H](C)CO)C[C@@H]2C)c1 | -26 | 2
CC1(C(=O)NCc2ccc3c(c2)OCO3)CCN1C(=O)Cc1cccc2ccccc12 (configuration not stated) | 21 | 1
CCOC(=O)C1=C(C)NC(C)=C(C(=O)OCC)C1C(=O)OCC(=O)Nc1ccc(NC(C)=O)cc1 | -488 | -9

Rewritten as tab-separated lines: 3 of the compounds above.
SMILES	SENP8 block	SENP1 FRET inh
COC(=O)[C@@]12C[C@@H](CC(=O)NCc3cccs3)C(=O)N(Cc3ccc4c(c3)OCO4)C1=CCC(C)(C)C2	15	1
C[n+]1cccc(C(=O)O)c1	1	-1
CN1OC[C@@H]2CN(Cc3ccccc3)[C@H](c3cccc(N4CCOCC4)c3)C[C@@H]21	5	1

Next structures.
SMILES | SENP8 block | SENP1 FRET inh
NC1=NC(=O)C(=Cc2ccccc2)S1 | 4 | 0
Cc1cccc2c1NC(=O)C2=O | 7 | -6
COc1ccc(-c2ccc(CN3C(C(C)C)C(=O)N(Cc4cn(CCC5OCCO5)nn4)CCS3(=O)=O)cc2)cc1 (configuration not stated) | 2 | 1
CCN1CCCC1CNC(=O)c1ccc2c(c1)NC(=O)/C(=C\c1ccccc1F)S2 (configuration not stated) | -97 | -5
Cc1ccc(CN2C(=O)C(C)Oc3ccc(C)cc32)cc1 (configuration not stated) | 12 | 0
CCCNC(=O)C1(C)CCN(Cc2ccc(Cl)c(Cl)c2)C1 (configuration not stated) | 11 | 1
COc1ccc(NC(=O)C2CC(=O)N(c3ccc(C)cc3)C2)cc1S(=O)(=O)N1CCCCC1 (configuration not stated) | 16 | 2
CC1(C(=O)NS(=O)(=O)c2ccc(F)cc2F)CCN1C(=O)c1ccc(C2CCCCC2)cc1 (configuration not stated) | 18 | 0
CCc1nc(SCC(=O)Nc2nnc(C(C)C)s2)n[nH]1 | 13 | 5
CCCCN1CC(N2CCN(Cc3cccc(C)c3)CC2)CS1(=O)=O (configuration not stated) | 12 | -3
CCN(Cc1ccc(NC(C)=O)cc1)CC1CCCN(CCc2cccc(F)c2)C1 (configuration not stated) | 9 | 1
COc1cccc(NC(=O)CN(C)C(=O)CNC(=O)c2ccc(C)s2)c1 | 7 | -1
CCn1c(=O)c(C(=O)Nc2cccnc2)c(O)c2ccccc21 | 5 | 1
C[C@H](NC(=O)c1ncn2c1C(=O)N[C@@H](C)C2)c1ccccc1 | 5 | 2
CCCCC(=O)N(C)c1c(C)nc2ccc(C(=O)Nc3cccc(OC)c3)cn12 | -31 | -1
CC1=C(C(=O)N2CCCCCC2)CC(CC(=O)NC(c2ccccc2)c2ccccc2)C(=O)N1Cc1ccccc1 (configuration not stated) | 11 | 0
Cn1cc[nH]c1=S | 7 | 3
NC(CSC1(c2cccc3ccccc23)c2ccccc2-c2ccccc21)C(=O)O (configuration not stated) | 0 | -4
Brc1ccc(C=Nc2ccc(Nc3ccccc3)cc2)s1 | -17 | -22
COc1ccc(S(=O)(=O)N(C)C[C@H]2OCCCC[C@@H](C)Oc3ccc(N(C)C)cc3C(=O)N([C@H](C)CO)C[C@@H]2C)cc1 | -206 | -4

Some of these compounds in order of their number in SENP8 block, high to low.
mol	SENP8 block	SENP1 FRET inh
COc1cccc(NC(=O)CN(C)C(=O)CNC(=O)c2ccc(C)s2)c1	7	-1
CCn1c(=O)c(C(=O)Nc2cccnc2)c(O)c2ccccc21	5	1
COc1ccc(S(=O)(=O)N(C)C[C@H]2OCCCC[C@@H](C)Oc3ccc(N(C)C)cc3C(=O)N([C@H](C)CO)C[C@@H]2C)cc1	-206	-4

Further structures follow.
SMILES | SENP8 block | SENP1 FRET inh
CCc1nc2nc(C)cc(C)n2c1Nc1ccc(OC)cc1 | 10 | 0
Nc1ccccc1C(=O)NC(=O)Nc1ccc(Oc2ncc(Br)cn2)c(Cl)c1 | i | -64
CC(C)NC1CCC(Nc2ccnc3cc(Cl)ccc23)CC1 (configuration not stated) | -236 | 1
CC(=O)C1=C(O)C(=Cc2ccccc2)OC1=O | -114 | -4
Cc1ccc(OCC(=O)N/N=C/c2ccccc2)c([N+](=O)[O-])c1 | 6 | 4
CCOc1ccccc1-c1c2cc(O)c(=O)cc-2oc2cc(O)c(O)cc12 | 1 | -27
Cc1cccc(N=NC(=S)NNc2cccc(C)c2)c1 | 7 | -2
COc1ccc(-c2csc(=NCCO)n2-c2ccccc2)cc1 | 19 | 3
COC(=O)[C@]12CCCCC=C1N(Cc1ccc3c(c1)OCO3)C(=O)[C@H](CC(=O)NCc1ccc(OC)c(OC)c1)C2 | 10 | 4
NS(=O)(=O)c1ccc(N2N=C(c3ccccc3)CC2c2ccc(Br)cc2)cc1 (configuration not stated) | -320 | -53
CCN1C(=O)CC(C(C)C)N(C2CCCC2)c2nc(Nc3ccc(C(=O)NC4CCN(C)CC4)cc3OC)ncc21 (configuration not stated) | -473 | -5
Nc1nc2cc3c(cc2cc1C(=O)NCc1ccc(F)cc1)OCO3 | -416 | -41
CCCS(=O)(=O)Nc1ccc(Nc2c3ccccc3nc3ccccc23)c(OC)c1 | -290 | -85
COc1ccc(Br)cc1/C=N/Nc1ccc(S(=O)(=O)Nc2ccccc2C(=O)O)cc1[N+](=O)[O-] | 46* | 7
Cc1ccc(Cn2cc(CN3CC(N4CCN(C)CC4)CS3(=O)=O)nn2)cc1 (configuration not stated) | 4 | -1
CCn1c(=NC(=O)CN2C(=O)CCC2=O)sc2c(C)cc(C)cc21 | 4 | 1
COc1cccc(CNS(=O)(=O)c2cc(Br)ccc2Br)c1 | -2 | 2
O=C(NCc1ccncc1)c1cccc(S(=O)(=O)N2CCc3ccccc32)c1 | 4 | -3
O=C1NC(c2cccc3ccccc23)Nc2ccc(Cl)cc21 (configuration not stated) | -485 | -9
CC1(C)N=C(N)NC(=NCCCOc2ccc([N+](=O)[O-])cc2)N1 | 7 | 0
COCCNC(=O)c1ccc(N2CC3CC(C2)c2cccc(=O)n2C3)c(NC(=O)c2ccccc2Cl)c1 (configuration not stated) | 0 | -2
CC1(C(=O)NS(=O)(=O)c2ccccc2)CCN1C(=O)c1ccc(C2CCCCC2)cc1 (configuration not stated) | 8 | 1
Cc1ccc(OCCC(=O)OCC(=O)NC2CCCCC2)cc1 | 12 | 2
COc1cc2c(cc1OC)C(c1c(Cl)cccc1Cl)=NCC2 | 7 | -1
COc1cc2c(c(OC)c1OC)C(=O)CO2 | -36 | -1
Cc1cccc(Nc2nc(NCc3ccco3)c3ccccc3n2)c1 | -370 | 1
CC1(C(=O)NS(=O)(=O)c2ccc(F)cc2F)CCN1C(=O)C1(c2ccc(Cl)cc2)CCC1 (configuration not stated) | 7 | 0

Screening data: PubChem, Sanford-Burnham Center for Chemical Genomics
